H9c2 TAG inh – inhibitors of triacylglycerol accumulation | H9c2 cells, Nile Red lipid (TAG) fluorescence; cells loaded with 200 µM oleic acid | inhibition, % at 12.5 µM | 230,000 compounds, 0.66% hits | AID 651582;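 active = pattern-corrected inhibition of lipid staining of at least 50% with the nuclear-stain viability signal not falling by more than 50%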;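 note: 0% = DMSO wells and 100% = triacsin C control wells; some results filed as inactive read as strong as hits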
H9c2 TAG inh DAPI viability – second read-out of H9c2 TAG inh, no call of its own (marks repeat the call); DAPI nuclei signal change (viability), lower = more cytotoxic, %;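 whole-well DAPI fluorescence read on a plate reader as a viability signal; minus 50 percent equals half of cells still viable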
Starred values were filed as active, the others as inactive. Some of the compounds tested, so the mix of outcomes need not match the whole.

SMILES	H9c2 TAG inh	H9c2 TAG inh DAPI viability
Cc1cc(C(=O)Nn2c(C)nc3ccccc3c2=O)ccc1[N+](=O)[O-]	-4	-1
O=C(O)c1cn(-c2ccc(N3CCCC3)c(F)c2)c2c(F)c(F)c(F)cc2c1=O	-4	1
Cc1ccc(NC(=O)C2SC(=Nc3ccccc3)C(C(=O)Nc3ccc(Cl)cc3)=C2N)cc1 (stereo unspecified)	1	-5
CCOC(=O)c1sc2nc(C)nc(Nc3ccc(OC)cc3)c2c1C	-12	21
O=C(c1ccccc1)N1CCC(O)(c2cccnc2)CC1	-24	-7
N=c1sccn1CC(=O)NCc1ccc(Cl)cc1Cl	10	-7
CN(C(=O)Cc1csc(-c2ccccc2)n1)c1c(N)n(Cc2ccccc2)c(=O)[nH]c1=O	5	1
CC(C)CNC(=O)C1(C)CCCCCN1C(=O)c1cc2ccccc2s1 (stereo unspecified)	0	-5
O=C1CC(=C2c3ccccc3-c3ccccc32)C(=O)N1CCCCN1CCN(c2ccccc2)CC1	17	4
Cc1ccc(N2C(=O)C3N=NN(CC(=O)N4N=C(c5cccc6ccccc56)CC4c4ccccc4)C3C2=O)cc1 (stereo unspecified)	22	11
CC(=O)N/C(=C\c1ccccc1)C(=O)OCC(=O)c1ccccc1	8	-4
CC(=O)N(Cc1ccccc1)C(CC(=O)NCc1ccccc1)C(=O)O (stereo unspecified)	1	5
OC(COC(c1ccccc1)c1ccccc1)CN1CCCCC1 (stereo unspecified)	18	-5
Cc1ccc(S(=O)(=O)N2[C@H](c3cccc(Cl)c3)CC(=O)[C@@H]3CN(S(=O)(=O)c4ccccc4C)[C@H](c4ccc(Cl)cc4)C[C@@H]32)cc1	12	-2
Cc1ccc(-c2csc(N=C(N)N)n2)cc1	4	-1
Cn1c(SCC(=O)Nc2cccc3ccccc23)nc(O)cc1=O	11	5
CC(C)(C)c1[nH]nc2c1C(c1ccncc1)C(C#N)=C(N)O2 (stereo unspecified)	7	4
Nc1c(NCc2ccccc2F)c(=O)[nH]c(=O)n1Cc1ccccc1	-7	-1
CC(C)c1cccc(-c2csc(C(C)(O)c3ccc(F)c(F)c3)n2)c1 (stereo unspecified)	-8	7
CCOC(=O)C1CCCN(C(=O)c2cn(-c3ccccc3)nc2-c2cccnc2)C1 (stereo unspecified)	1	-10
O=C(CSc1nnc(SCc2ccccc2)s1)N/N=C/c1c(Cl)cccc1Cl	-7	3
O=C(NCc1ccc(F)cc1)c1ccc2c(=O)n3c(nc2c1)CCCCC3	-6	6
CN(C1CCCCC1)S(=O)(=O)c1cn(C)c(=O)n(C)c1=O	-12	1
Cc1ccccc1Cn1nnc2c1C(=O)c1ccccc1C2=O	-8	-4
O=C(c1ccc(COCC(F)(F)F)cc1)N1CCN(c2ccccn2)CC1	-7	8
OCC1(CCOc2ccccc2)CCN(Cc2cn[nH]c2-c2ccccc2)CC1	-1	18
COc1ccc(C(=O)NCc2ccc(C)cc2)cc1S(=O)(=O)N1CCCc2ccccc21	-167	5
CCOc1ccccc1CNc1nc2nc3c(c(=O)n2[nH]1)CCC3	-18	1
CC1=C(C)CC(C(=O)NC(C)CCc2ccccc2)C(C(=O)O)C1 (stereo unspecified)	11	2
CC(C)C1C(=O)N(Cc2cn(CCC3OCCO3)nn2)CCS(=O)(=O)N1Cc1ccc(-c2cccc(CO)c2)cc1 (stereo unspecified)	5	-5
COCCn1c(SCC(=O)c2c(N)n(C3CC3)c(=O)[nH]c2=O)nnc1-c1ccc(Cl)cc1	1	5
O=C(NCc1ccccc1)C(C(=O)c1ccc(F)cc1)n1ccccc1=O (stereo unspecified)	-10	14
CCOc1cc(CNc2ccc(S(N)(=O)=O)cc2)ccc1OCC(=O)NC(C)(C)C	2	-13
COc1ccccc1CNC(=O)CSc1ccc(Br)cc1	-7	-2
CC(CC(=O)Nc1ncc([N+](=O)[O-])s1)c1ccccc1 (stereo unspecified)	-25	12
CC(=O)Nc1c(Br)cc2c(c1Br)Cc1cc([N+](=O)[O-])ccc1-2	8	6

Some of the entries so far, with values under each structure.
The line under a structure holds: H9c2 TAG inh	H9c2 TAG inh DAPI viability
- CC(C)(C)c1[nH]nc2c1C(c1ccncc1)C(C#N)=C(N)O2 (stereo unspecified)
  7	4
- Nc1c(NCc2ccccc2F)c(=O)[nH]c(=O)n1Cc1ccccc1
  -7	-1
- CC(C)c1cccc(-c2csc(C(C)(O)c3ccc(F)c(F)c3)n2)c1 (stereo unspecified)
  -8	7
- CCOC(=O)C1CCCN(C(=O)c2cn(-c3ccccc3)nc2-c2cccnc2)C1 (stereo unspecified)
  1	-10
- O=C(CSc1nnc(SCc2ccccc2)s1)N/N=C/c1c(Cl)cccc1Cl
  -7	3
- O=C(NCc1ccc(F)cc1)c1ccc2c(=O)n3c(nc2c1)CCCCC3
  -6	6
- CN(C1CCCCC1)S(=O)(=O)c1cn(C)c(=O)n(C)c1=O
  -12	1
- Cc1ccccc1Cn1nnc2c1C(=O)c1ccccc1C2=O
  -8	-4
- O=C(c1ccc(COCC(F)(F)F)cc1)N1CCN(c2ccccn2)CC1
  -7	8
- OCC1(CCOc2ccccc2)CCN(Cc2cn[nH]c2-c2ccccc2)CC1
  -1	18
- COc1ccc(C(=O)NCc2ccc(C)cc2)cc1S(=O)(=O)N1CCCc2ccccc21
  -167	5
- CCOc1ccccc1CNc1nc2nc3c(c(=O)n2[nH]1)CCC3
  -18	1
- CC1=C(C)CC(C(=O)NC(C)CCc2ccccc2)C(C(=O)O)C1 (stereo unspecified)
  11	2
- CC(C)C1C(=O)N(Cc2cn(CCC3OCCO3)nn2)CCS(=O)(=O)N1Cc1ccc(-c2cccc(CO)c2)cc1 (stereo unspecified)
  5	-5
- COCCn1c(SCC(=O)c2c(N)n(C3CC3)c(=O)[nH]c2=O)nnc1-c1ccc(Cl)cc1
  1	5
- O=C(NCc1ccccc1)C(C(=O)c1ccc(F)cc1)n1ccccc1=O (stereo unspecified)
  -10	14
- CCOc1cc(CNc2ccc(S(N)(=O)=O)cc2)ccc1OCC(=O)NC(C)(C)C
  2	-13

(listing goes on)
SMILES	H9c2 TAG inh	H9c2 TAG inh DAPI viability
CCCCc1ccc(NC2=NCC(=O)N2CCc2ccccc2)cc1	2	-3
Cc1ccccc1NC(=O)OCc1cn(-c2ccc(Cl)cc2)nn1	-8	9
Cc1ccn2cc(CCNS(=O)(=O)c3ccc4c(c3)OCCO4)nc2c1	-6	-3
Cc1ccc(S(=O)(=O)N(C)Cc2ccc(-c3nnc4n3CCC4)cc2)cc1	38	-6
OC(CSc1ccccc1)CN1CCN(c2ccc(Cl)cc2)CC1 (stereo unspecified)	-3	1
CC(C)(C)OC(=O)N(Cc1ccccc1)Cc1cccc(OCc2cccc(NC(=O)c3ccccc3)c2)c1	-12	4
O=C1CCCc2c1[nH]c1ccccc21	16	0
O=C(O)c1ccc(CSc2nnc(-c3ccco3)n2-c2ccccc2)cc1	0	-6
CC[C@]12c3[nH]c4ccccc4c3CCN1C(=O)C(CC(=O)NCCCOC)C[C@@H]2C(=O)N1CCN(C(=O)c2ccco2)CC1 (stereo partly specified)	9	-12
CCN1C(=O)/C(=C/C=C2/SCCN2C)SC1=S	-4	-12
COc1ccccc1C(=O)NC(CCSC)C(=O)NCc1ccncc1 (stereo unspecified)	-20	100
CC(=O)OC[C@@H]1CN(Cc2ccccc2)C[C@H](n2cnc3c(N4CCN(c5ccccc5)CC4)ncnc32)O1	6	3
Cc1cccc(NC(=O)CSC2=NN3CCCC(=O)N=C3S2)c1C	1	7
O=C(/C=C/c1ccco1)Nc1cc(Cl)ccc1C(=O)O	2	0
CCOC(=O)C1=C(C)N=C2SCCC(=O)N2C1c1cccs1 (stereo unspecified)	-3	-11
Cc1cc2ccccn2c1C(=O)c1nc(NCc2ccccc2)ncc1Cl	-17	4
CCCS(=O)(=O)NC(=O)C1(C)CCCN(C(=O)c2ccccc2)C1 (stereo unspecified)	5	-2
CCOc1ccc(N2CC(C(=O)NC3=NCCS3)CC2=O)cc1 (stereo unspecified)	1	-10
Cc1ccc2nc(-c3ccc(O)cc3)c(Nc3ccc4c(c3)OCCO4)n2c1	11	-13
CCN(CC(=O)Nc1c(F)cccc1F)C(=O)Cc1ccc(S(=O)(=O)N2CCOCC2)s1	-23	4
CCC(C)NC(=O)CN(C1CCCCC1)S(C)(=O)=O (stereo unspecified)	-10	7
Cc1ccc(NC(=O)CN(C)C(=O)c2ccc(NS(=O)(=O)c3ccc4[nH]c(=O)[nH]c4c3)cc2)cc1	8	0
Cc1cc(C)c(C(O)c2ncc(-c3ccccc3Cl)[nH]2)c(C)c1 (stereo unspecified)	15	-28
S=c1[nH]c(-c2ccccc2)cn1/N=C/c1ccccc1Br	10	-12
COc1ccc(NC(=O)C2CCCN(S(=O)(=O)c3ccc4c(c3)oc(=O)n4C)C2)c(OC)c1 (stereo unspecified)	-12	7
CCOC(=O)Cc1csc(NC(=O)c2ccncc2)n1	-9	9
Cc1nc(C(F)(F)F)nc(Nc2ccc(N=Nc3ccccc3)cc2)c1C#N	5	6
Cc1c(Cc2ccccc2)[n+](=O)c2ccccc2n1[O-]	-4	-1
CN(c1ccccc1C(=O)NC1CCCCC1)S(=O)(=O)c1ccccc1	-8	-7
Oc1ccc(CNC2CCCCC2)cc1	4	-4
Cc1ccc(C(=O)CC2(O)C(=O)N(C)c3ccc(Br)cc32)c(C)c1 (stereo unspecified)	7	-9
CC1CN(S(=O)(=O)c2cccc(C(=O)NNC(=O)C(C)Oc3ccccc3F)c2)CC(C)O1 (stereo unspecified)	-6	5
NC(=O)Cn1c(=O)n(-c2ccccc2)c(=O)c2oc3ccccc3c21	6	-2
Cc1[nH]n(-c2ccc(F)cc2)c(=O)c1/C=N/c1sc2c(c1C#N)CCCC2	-8	5
CC1CN(S(=O)(=O)N2CCOCC2)CCN1S(=O)(=O)N1CCOCC1 (stereo unspecified)	13	1
COc1ccc(C(=O)C(C)OC(=O)CNC(=O)c2ccco2)cc1 (stereo unspecified)	7	0
COC(=O)CNC(=O)c1cccc(Cl)c1	0	1
Cc1ccc(CN2CCC(C(=O)NCCC(C)C)CC2)o1	17	-1
O=C(COC(=O)c1cc(Cl)ccc1O)NC(=O)NCc1ccccc1	15	-4
Cn1c(=O)c(=O)n(C)c2cc(S(=O)(=O)NCCN3CCN(c4ccccc4F)CC3)ccc21	-7	3
O=C(CSc1nc2nc(-c3cccs3)cc(C(F)(F)F)c2c(=O)[nH]1)Nc1c(F)c(F)c(F)c(F)c1F	-7	4
O=C(Nc1cccc(Cl)c1)NC1CCCCC1	1	-4
O=C(NNS(=O)(=O)Cc1ccccc1)c1ccc([N+](=O)[O-])cc1	7	-6
CC(C)C(NC(=O)c1ccccc1F)C(=O)NCCCn1ccnc1 (stereo unspecified)	-11	5
COc1ccc(/C=C(/CC(=O)Nc2ccccc2)c2nc3ccccc3s2)cc1	-26	7
COc1cc2c(cc1OC)C(C(=O)N1CCN(c3ccccc3)CC1)C(c1cccs1)N(C)C2=O (stereo unspecified)	9	-4
CCNC(=O)C1(C)CCN(C(=O)c2ccc(F)c(Cl)c2)C1 (stereo unspecified)	-17	3
O=C(O)c1ccccc1C(=O)Nc1ccccc1	-7	14
NC(=O)c1ccccc1NC(=O)Nc1cccc2ccccc12	-6	-6
COc1cccc(C(=O)NCCS(=O)(=O)NCc2ccc3c(c2)OCO3)c1	1	8
Cn1c(=O)cc(SCC(=O)Nc2ccc3c(c2)OCO3)c2ccccc21	-4	6
N=c1c2c3c(sc2nc2n1CCC2)CCCC3	7	12
Cc1ccccc1N(C(=O)c1csnn1)C(C(=O)NC(C)(C)C)c1ccncc1 (stereo unspecified)	2	2
CCc1ccc(-c2ccc(SCc3ccccn3)nn2)cc1	-4	2
COc1ccc(C(C)=O)cc1COC(=O)C1CCN(C(=O)c2ccc(Cl)cc2)CC1	-5	-4
Nc1ccc2nn(-c3ccccc3)nc2c1	-6	162
COCCCNC(=O)C(=O)NCC1CCCN1S(=O)(=O)c1cccs1 (stereo unspecified)	-8	2
C[C@H]1CCCCO[C@H](CN(C)S(=O)(=O)c2cn(C)cn2)[C@@H](C)CN([C@@H](C)CO)C(=O)c2cc(NS(=O)(=O)c3ccccc3)ccc2O1	6	0
COC(=O)NCC(c1ccco1)N1CCN(c2ccccc2)CC1 (stereo unspecified)	2	-8
O=C(CSc1nnnn1-c1ccccc1)c1cc2ccccc2oc1=O	-9	-8
More compounds.
SMILES	H9c2 TAG inh	H9c2 TAG inh DAPI viability
Cc1cc(C)nc(SCc2cnc(C)nc2N)n1	3	4
COCCCNC(=O)c1cc2cc([N+](=O)[O-])cc(OC)c2oc1=O	-9	7
COC(=O)Nc1ccc(S(=O)(=O)N2CCCC(C(=O)Nc3cccc4c3OCCO4)C2)cc1 (stereo unspecified)	19	4
O=C(NCCO)C(=O)NCC(c1cccs1)S(=O)(=O)c1ccc(F)cc1 (stereo unspecified)	8	1
Cc1ccc(C)c(Cn2nnc(C(=O)Nc3ccc4c(c3)OCCO4)c2N)c1	19	-4
Cc1c(C(=O)Nc2cc(S(=O)(=O)N3CCOCC3)ccc2N2CCN(C)CC2)oc2ccccc12	48	10
C=CCn1c(SCCN2CCCCC2)nc2c1c(=O)[nH]c(=O)n2C	-4	8
CC(=O)N/C(=C/c1ccccc1)c1ccccc1	18	1
CCc1[nH]c(=S)c(C#N)c2c1CCCC2	-19	10
CCc1ccccc1N/N=C(/C)c1c(O)cc(C)oc1=O	-2	2
CC(=O)Oc1ccc(C#C/C=C2\c3ccccc3C(=O)N2c2ccccc2)cc1	-57	-5
CC(Oc1ccc(Cl)cc1Cl)C(=O)Nc1cccc(O)c1 (stereo unspecified)	-5	-7
CCCCn1c(N)c(N(CC(C)C)C(=O)c2cccc(-n3cnnn3)c2)c(=O)[nH]c1=O	3	1
CN(C[C@H](Cc1ccccc1)N(C[C@H](Cc1ccccc1)N(CC1(c2ccccc2)CC1)N=O)N=O)N=O	2	-10
COCCCN(Cc1cc(OC)c(OC)c(OC)c1)C(=S)Nc1cccc(Cl)c1	-18	-1
COc1cc(OC)c2c(-c3cccc(-c4ccc(C#N)cc4)c3)cc(=O)oc2c1	15	-29
C/C(=N\NC(=O)c1cccc(N/N=C(\C)c2ccncc2)c1)c1ccncc1	-11	0

High-throughput results from PubChem.
